# Mdm2 MdmX PPI = disrupts the human Mdm2-MdmX interaction; inhibition, % at 8 µM; O15151+Q00987; 3% of 330,000 active; AID 485346; SaOS-2 split-luciferase Mdm2/MdmX complementation, luminescence;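 active = inhibition of at least 50% at 8 µM in the primary screen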
# CXCR6 block = inhibitors of human CXCR6 receptor; inhibition, % at 20 µM; AID 602244; CHO-K1 PathHunter CXCR6 beta-arrestin, luminescence; O00574; 0.36% of 360,000 active; in the data active = inhibition above about 34%, passing the limit was not always enough;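 note: antagonist mode with CXCL16 agonist at 10 nM final; 0% = 10 nM CXCL16 with DMSO and 100% = unstimulated wells without agonist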
# UPR XBP1 act = adaptive UPR (XBP1) activation | CHO-XBP1 luciferase reporter, IRE1-XBP1 UPR activation, luminescence; percent of tunicamycin response, DMSO as zero | activation, % at 20 µM | 0.33% of 330,000 active | AID 463104;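 active = versus positive control, 20 µM dose yields 30% or more activation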;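 note: 100% = tunicamycin at 10 µg/mL and 0% = DMSO only wells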
#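 Material: CHO cell line with stable XBP1 luciferase reporter; buffer or medium: F12 medium containing 10% fetal bovine serum; compound: single point, 20 µM final compound, 1% DMSO; incubation: 6 h treatment, 37 °C; measured by: glow luminescence from Steady-Glo reagent; evaluation: activation, % of tunicamycin; control set: tunicamycin high, DMSO low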
# UPR CHOP act = apoptotic UPR (CHOP) activation; 0.34% of 330,000 active; activation, % at 10 µM; CHO-CHOP luciferase reporter, luminescence; percent of tunicamycin response over DMSO baseline;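 active = at 10 µM dose, activation of 40% or more, normalized to positive control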;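 note: 100% = tunicamycin at 10 µg/mL and 0% = DMSO alone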
#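 Assay system: CHO-CHOP cells, stable luciferase reporter of PERK-eIF2a-CHOP signalling / Buffer or medium: F12 plus 10% serum / Compound dosing: one dose, 10 µM in 0.5% DMSO / Times: 6 h compound treatment, 37 °C / Technique: luciferase luminescence / Read-out: % reporter activation, DMSO baseline versus tunicamycin full activation / Benchmarks: tunicamycin and DMSO controls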
# 697 NFkB inh = inhibitors of the PMA/ionomycin-induced NF-kB reporter in 697 B cells. inhibition, % at 4 µM. 697 B-cell NF-kB luciferase reporter, 16 h. AID 435022. 0.33% of 330,000 active; in the data active = inhibition above about 35%
# Jurkat NFkB inh = inhibitors of the PMA/ionomycin-induced NF-kB reporter in Jurkat cells; PMA/ionomycin-induced NF-kB luciferase reporter, luminescence; 0.53% of 330,000 active; AID 435003; inhibition, % at 4 µM; in the data active = inhibition above about 50%
# Gli-Sufu antag = Gli-Sufu pathway antagonism. AID 588413. Sufu-KO-LIGHT fibroblasts, Gli luciferase reporter luminescence. 0.74% of 340,000 active. inhibition, % at 5 µM;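 active = inhibition above about 55%, limit read from the data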;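 note: 0% = DMSO-treated cells and 100% = wells with medium but no cells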
# CCR6 antagonist = blocks CCL20-driven beta-arrestin recruitment at human CCR6; 0.49% of 340,000 active; AID 493098; CHO-K1 CCR6 PathHunter beta-arrestin, luminescence, CCL20-stimulated; inhibition, % at 20 µM;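 active = compounds whose inhibition of the agonist-driven luminescence signal at 20 µM reaches about 50%, limit read from the data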;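 note: cells stimulated with CCL20 at 14 nM final; plate controls were DMSO with CCL20 for no effect and DMSO without agonist for full effect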
# Target sequence (P51684 whole entry, looked up): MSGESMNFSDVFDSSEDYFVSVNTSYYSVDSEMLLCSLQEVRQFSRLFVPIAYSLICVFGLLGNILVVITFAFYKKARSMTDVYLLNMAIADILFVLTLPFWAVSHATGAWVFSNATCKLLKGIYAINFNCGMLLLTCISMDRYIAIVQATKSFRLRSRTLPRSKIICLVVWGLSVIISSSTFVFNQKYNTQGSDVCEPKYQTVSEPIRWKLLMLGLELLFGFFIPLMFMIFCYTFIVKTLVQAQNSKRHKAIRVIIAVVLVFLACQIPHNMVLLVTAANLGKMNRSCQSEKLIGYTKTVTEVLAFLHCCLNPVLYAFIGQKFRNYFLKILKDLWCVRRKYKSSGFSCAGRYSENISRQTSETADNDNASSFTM
# EBI2 antag = EBI2 (human) antagonism | inhibition, % at 5 µM | 0.81% of 360,000 active | P32249 | EBI2 beta-arrestin recruitment, luminescence, 7a,25-OHC stimulated | AID 651636; in the data active = inhibition above about 38%;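 note: enzyme fragment complementation signal reports receptor beta-arrestin coupling in cells; 0% = agonist plus DMSO wells and 100% = wells without agonist; some results beyond the cut were filed as inactive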
# Target sequence (P32249 whole entry, looked up, the tested form may be a part): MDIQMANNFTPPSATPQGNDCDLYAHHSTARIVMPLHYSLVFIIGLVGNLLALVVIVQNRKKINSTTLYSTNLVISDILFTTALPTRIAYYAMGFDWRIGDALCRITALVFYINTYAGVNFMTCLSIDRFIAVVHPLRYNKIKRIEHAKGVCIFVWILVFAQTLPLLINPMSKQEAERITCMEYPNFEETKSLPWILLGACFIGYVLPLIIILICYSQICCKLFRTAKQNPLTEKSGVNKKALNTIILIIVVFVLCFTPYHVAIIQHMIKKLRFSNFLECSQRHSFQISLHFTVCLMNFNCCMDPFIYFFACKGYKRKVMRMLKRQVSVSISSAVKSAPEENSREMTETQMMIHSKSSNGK
# The depositor's hits bear a star; x = no result given.
Structure	Mdm2 MdmX PPI	CXCR6 block	UPR XBP1 act	UPR CHOP act	697 NFkB inh	Jurkat NFkB inh	Gli-Sufu antag	CCR6 antagonist	EBI2 antag
Cc1ccc(Nc2nc(Cl)c(C=O)s2)cc1	11	7	2	5.0	10	-1	-4	9	-8
CCOC(=O)COc1cccc(C2NC(=O)c3ccccc3O2)c1 (stereo unspecified)	-9	-12	-5	-0.2	2	3	-5	-4	8
Cn1c(CSCc2ccccc2)nnc1SCC(=O)Nc1nccs1	20	-5	4	-2.5	4	0	7	7	-7
Cc1ccc2c(c1)N(Cc1cccc(F)c1)C(=O)C(C)O2 (stereo unspecified)	-12	1	-3	-1.1	-44	-16	4	8	4
CN(CCc1ccccn1)C(=O)CCC1CCCN(C(=O)CN2CCCCCC2)C1 (stereo unspecified)	-4	-6	-1	-1.2	11	4	23	1	-1
O=C(CN1CCC(NC(=O)c2ccco2)CC1)Nc1ccccc1C(F)(F)F	-34	0	-4	-1.0	-14	-13	14	11	-9
COc1cc(NC(=O)C2=C(N3CCOCC3)/C(=C\c3ccc(Cl)cc3Cl)CC2)cc(OC)c1OC	-3	-1	0	4.7	-43	30	16	10	21
Cc1cccc(OCc2nnc(SC(C)C(=O)Nc3ccc(N4CCOCC4)cc3)o2)c1 (stereo unspecified)	11	-10	-4	0.9	15	3	1	7	4
Oc1ccc(-c2csc(Nc3cccc4ccccc34)n2)cc1O	-5	-3	10	131*	11	11	-1	30	-3
Cc1ccc(NC(=O)Cn2nc(C)c([N+](=O)[O-])c2C)cc1Cl	x	6	x	x	x	x	2	8	8
Cc1ccc(NC(=O)CN(C)C(=O)CCSc2ccc(F)cc2)cc1	10	-3	2	1.6	8	3	-1	14	9
CC(c1ccco1)N(C(=O)c1ccc(Cl)s1)c1ccccn1 (stereo unspecified)	-4	x	-1	-0.9	8	3	-1	-3	x
COc1ccc(C(=O)n2cnc(N)n2)cc1	13	-4	0	-1.4	1	-4	-2	2	-21
CC1CCCCN1Cc1c(C#N)c2ccccc2n1C (stereo unspecified)	-2	-5	-1	-3.0	3	-8	-37	25	7
Cc1ccc(NC(=O)c2ccc(S(=O)(=O)N3CCC(C)CC3)cc2)cc1	33	-3	0	1.6	27	6	0	6	53*
CS(=O)(=O)Nc1ccc(C(=O)N2CCCCC2)cc1	3	0	1	-2.3	-11	9	0	1	2
COc1cccc(NC(=O)c2cc([N+](=O)[O-])ccc2NC(=O)CNCC2CCCO2)c1 (stereo unspecified)	22	7	-2	-2.1	-2	-4	10	3	-5
NC(=O)C1=CN(Cc2ccc(Cl)cc2)CCC1C(F)(F)F (stereo unspecified)	8	-1	1	3.0	4	-1	2	9	-1
Cc1cc(C)nc(SCc2nnc(SCC(=O)Nc3ccc(C)c(C)c3)n2Cc2ccco2)n1	16	3	1	-2.1	-3	-11	1	11	12
CC(N=C1NS(=O)(=O)c2ccccc21)C(=O)Nc1ccc(F)cc1Cl (stereo unspecified)	22	7	-1	-0.7	5	-4	0	-2	-9
COc1cc(C(=S)N2CCCCC2)ccc1OCC(=O)Nc1ccccc1Cl	21	0	-2	1.2	-4	-19	8	9	5
COc1ccc(-c2nc(CCl)cs2)cc1	-17	-17	1	4.1	-44	-28	-16	-6	3
CCOc1ccc(C2C(C#N)=C(N)SC(N)=C2C#N)c(OCC)c1	17	-11	-3	1.3	13	-1	4	12	-2
C=CCOc1ccccc1CN(CCc1ccccc1)C(=O)c1cccc(S(C)(=O)=O)c1	-4	18	-6	1.1	-25	-13	9	22	38
CN(NC(=O)c1ccc(Cl)cc1)c1cccc(Cl)n1	5	4	2	-1.2	1	-12	7	16	3

# Results in UPR CHOP act and CXCR6 block, for some of the entries so far:
structure,UPR CHOP act,CXCR6 block
Cc1ccc(NC(=O)CN(C)C(=O)CCSc2ccc(F)cc2)cc1,1.6,-3
CCOC(=O)COc1cccc(C2NC(=O)c3ccccc3O2)c1 (stereo unspecified),-0.2,-12
Cc1ccc(NC(=O)c2ccc(S(=O)(=O)N3CCC(C)CC3)cc2)cc1,1.6,-3
NC(=O)C1=CN(Cc2ccc(Cl)cc2)CCC1C(F)(F)F (stereo unspecified),3.0,-1

# More compounds.
Structure	Mdm2 MdmX PPI	CXCR6 block	UPR XBP1 act	UPR CHOP act	697 NFkB inh	Jurkat NFkB inh	Gli-Sufu antag	CCR6 antagonist	EBI2 antag
CC(=O)Nc1ccc(S(=O)(=O)Nc2nc3ccccc3nc2N2CCCC2)cc1	25	1	0	-1.6	15	-4	-19	0	4
O=C(COC(=O)CCc1nc2ccccc2s1)Nc1ccc(S(=O)(=O)N2CCOCC2)cc1	14	-15	-1	-0.6	4	8	1	8	-3
CCCCC(CC)COC(=O)c1ccc(N(C)C)cc1 (stereo unspecified)	22	-2	0	1.6	5	7	-30	16	10
CCOc1ccc(C(C(=O)NC2CCCCC2)N(C(=O)c2ccco2)c2ccc(-n3cnnn3)c(C)c2)cc1 (stereo unspecified)	15	1	1	-1.0	20	11	14	-13	20
CC(C)CCN=Cc1c(O)n(-c2ccccc2)c(=O)c2ccccc12	-1	7	0	0.0	9	-7	-4	12	-2
Cn1c(NC(=O)c2ccco2)cc(=O)n(C)c1=O	-16	3	-1	-1.4	6	2	1	-1	-2
O=C(Cn1cnc(S(=O)(=O)N2CCCCC2)c1)N1CCN(c2ccc([N+](=O)[O-])cc2)CC1	-20	8	-2	0.1	-42	-19	9	-3	-6
CC1CCN(C(=S)c2ccc(-c3ccc(Cl)cc3Cl)o2)CC1	-64	3	3	4.7	-70	-19	-25	17	9
Cc1noc(C)c1C(=O)N1CCC(Cc2ccccc2)CC1	22	0	-3	2.5	5	9	2	-3	-7
CC(=O)N1CCC(C(=O)N2CCN(S(=O)(=O)c3cccs3)CC2)CC1	4	-1	-3	-1.0	-8	-8	13	10	4
CCOc1ccc2[nH]c(=O)c(CN(CCN3CCCC3)C(=S)Nc3ccccc3OCC)cc2c1	100*	5	2	3.5	-4	4	26	19	2
CCc1c(O)nc(SCC(=O)c2ccccc2)n(-c2ccccc2)c1=O	1	15	4	-0.3	6	8	-19	8	-8
COCCCNC(=S)NNC(=S)NCCCOC	-7	-8	1	-0.6	-1	-5	7	-13	-6
CC(=O)N1CCc2cc(Br)cc(S(=O)(=O)N3CCCCC3)c21	0	3	-6	1.3	-4	24	15	6	-3
Cc1cc(S(=O)(=O)Nc2c(C)ccc3nsnc23)ccc1F	4	4	-3	-0.4	13	-5	-3	14	-10
Cc1cccc(NC(=O)N2CCCC2C(=O)Nc2ccccc2)c1 (stereo unspecified)	12	-2	-2	0.8	3	7	-20	10	-9
Cc1nc2cc(Cc3ccccc3)ccc2o1	x	-11	x	x	x	x	-22	-1	2
Cc1cc([N+](=O)[O-])c2ccccc2c1NS(=O)(=O)c1ccccc1	x	23	x	x	x	x	13	36	-2
O=C(N/N=C/c1cc(Br)cc(Br)c1O)c1ccncc1	18	x	-1	-1.4	-2	-2	25	-9	x
COc1cccc(-c2nn3c(-c4ccco4)nnc3s2)c1	23	4	4	2.4	7	-20	-30	17	-6
CC1=CC2=NC(=O)/C(=C\c3cc(C)n(-c4ccccc4)c3C)C(=N)N2O1	-7	1	3	4.8	-34	11	-16	5	-1
Cc1ccc(NC(=O)COC(=O)Cn2c(C)csc2=O)cc1S(=O)(=O)N1CCOCC1	x	2	x	x	x	x	-2	9	2
COc1ccccc1OCc1nn[nH]n1	21	9	-3	1.2	18	0	-7	2	-15
O=c1c(O)c(-c2ccc(O)cc2)oc2cc(O)cc(O)c12	23	5	2	2.9	-17	3	6	8	8
CC(=O)c1cccc(NC(=O)c2cccc(N3C(=O)c4ccccc4C3=O)c2)c1	33	2	-3	2.6	4	15	2	14	10
CCN1CCCC1CNC(=O)c1cc2c(OC)cccc2[nH]1 (stereo unspecified)	17	3	2	1.1	-6	-22	6	10	-6
Cn1cc(/C=C2/SC(=O)N(CC(=O)Nc3ccc4c(c3)OCO4)C2=O)c2ccccc21	64*	13	17	1.4	-1	10	-8	24	6
CCOC(=O)CCC(NC(=O)CCCCC(=O)NC(CCC(=O)OCC)C(=O)OCC)C(=O)OCC (stereo unspecified)	-6	-4	-2	-2.7	-6	-14	-4	-14	-14
COc1ccc(CCNC(=O)c2cnc3n(c2=O)CCS3)cc1OC	-4	-2	2	-0.4	-6	2	4	4	0
COc1ccc(C(=O)N2CCN=C2SCc2cccnc2)cc1OC	28	2	-4	-2.1	-8	-11	1	9	-4
Cc1ccc2nc(-c3ccc(NC(=S)NC4CC(C)(C)NC(C)(C)C4)cc3)sc2c1	99*	15	49*	60*	-134	-63	-98	41	22
COc1ccccc1CCNC(=O)c1cc(-c2ccccn2)nc2ccccc12	36	10	-2	0.3	2	10	8	7	-11
O=Cc1c(N2CCN(c3ccccc3)CC2)nc2ccccn2c1=O	-38	-7	0	2.4	-8	-4	-17	8	-1
CN(CC(O)COCc1ccccc1F)C1CCCCC1 (stereo unspecified)	25	2	-5	-2.1	1	4	-25	7	-5
CCN(CC(=O)Nc1ccc(OC)cc1)C(=O)COc1cccc2c1OC(C)(C)C2	-2	0	-2	1.7	19	13	3	10	5
CCOc1ccc(OCc2ccc(C(=O)O)o2)cc1	-63	-5	-8	-7.3	-74	24	3	-12	2
NS(=O)(=O)c1ccc(CNC(=O)/C=C/c2cccc([N+](=O)[O-])c2)cc1	-1	-6	-2	1.6	11	-17	2	2	-3
Cc1n[nH]c(C)c1-c1nc2ccccc2[nH]1	12	6	-1	11	28	3	4	11	-5
COc1ccc(S(=O)(=O)Nc2nc3ccccc3nc2NCc2ccc3c(c2)OCO3)cc1	21	2	-1	-0.9	3	-15	-2	10	2
COC(=O)c1ccc2nc(NC(=O)CCS(=O)(=O)c3ccccc3)sc2c1	91*	5	2	2.7	13	4	-23	14	2
O=C(Nc1ccc(F)cc1F)c1cc2ccccc2oc1=O	-25	11	-6	-2.4	-23	-108	-68	7	-5
COc1ccc(C(=O)Nc2ccc3nc(C)sc3c2)cc1OC	-20	-2	10	3.1	-11	-26	10	1	-3
Cc1cccc(OCC(=O)Nc2ccc3c(c2)nc(CCN2CCCCC2)n3C)c1	29	2	-3	0.7	-14	-23	23	11	-8
COc1cccc(Cn2cc(-c3cccc(C(F)(F)F)c3)nn2)c1	-7	-3	-2	-1.8	1	-13	-3	16	5
Cn1c(COc2ccccc2)nnc1SCC(=O)Nc1ccc(N2CCOCC2)cc1	-4	-5	0	2.5	14	4	-4	3	-1
CCOc1ccc2nc(C(C)O)[nH]c2c1 (stereo unspecified)	17	-6	-2	-2.6	14	18	-1	-1	5
Cc1ccc(NCc2nnc(SCC(=O)O)n2Cc2ccccc2)cc1Cl	-18	-9	-3	-1.0	-40	-27	1	11	-12

# Compound activity (PubChem BioAssay)
